High-throughput results: PubChem BioAssay, National Center for Advancing Translational Sciences (NCATS)
GAA inh – inhibitors of human lysosomal alpha-glucosidase; purified human GAA, 4-MU-alpha-glucoside fluorescence; AID 1466; Potency, µM (titrated, usually from 76.9 µM), inactives show top-dose activity change, negative = inhibition, most hits filed as inhibitors; 200,000 compounds, 0.005% hits;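 further: plate controls were uninhibited enzyme wells for no effect and no-enzyme background for full effect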
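Endpoint fluorogenic read: 20 min room-temperature reaction of 4 nM human alpha-glucosidase with 400 uM 4-methylumbelliferyl-alpha-D-pyranoside, pH 5.0, quenched with 1M NaOH/1M glycine pH 10. AC50 from Hill modeling.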
Tau fluor cs – counter-screen for tau fibril formation inhibitors | tau K18 P301L Alexa594 fluorescence, heparin fibrillization | Potency, µM (top dose mostly 57.7 µM), for the others: at the highest dose activity change, negative = decrease | 280,000 compounds, 0.93% hits | AID 1463; further: on the % scale 0 is the no-effect control and ±100 the full control effect; nearly all actives have a fitted effect of over 55% in size
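Human K18 P301L tau (15 uM unlabeled plus 0.24 uM Alexa 594-labeled, final) in 100 mM sodium acetate pH 7 was mixed with compound and 20 uM heparin and incubated 6 hr at 37 C.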
aGal spleen mod – alpha-galactosidase A (human) modulation | Potency, µM (titrated, usually from 80 µM), without a hit: at the top dose activity change, negative = inhibition, hits mostly inhibitors | AID 2107 | human spleen homogenate, 4MU-alpha-Gal fluorescence, 40 min | 240,000 compounds, 0.008% hits;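 further: 0% = enzyme with vehicle and -100% = no enzyme basal signal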
Target sequence (P06280 32-429 limits assumed): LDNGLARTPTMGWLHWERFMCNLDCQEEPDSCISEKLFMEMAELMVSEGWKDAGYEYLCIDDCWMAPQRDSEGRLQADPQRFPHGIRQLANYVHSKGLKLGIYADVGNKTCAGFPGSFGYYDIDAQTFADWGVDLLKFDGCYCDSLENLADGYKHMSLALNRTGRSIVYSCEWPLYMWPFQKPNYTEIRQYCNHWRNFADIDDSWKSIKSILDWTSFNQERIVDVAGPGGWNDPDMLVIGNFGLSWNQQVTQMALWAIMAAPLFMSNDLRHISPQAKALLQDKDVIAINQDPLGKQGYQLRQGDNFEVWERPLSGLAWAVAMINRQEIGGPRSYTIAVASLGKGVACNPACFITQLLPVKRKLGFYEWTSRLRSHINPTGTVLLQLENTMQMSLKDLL
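Human spleen homogenate (1 ug) was the enzyme source, with 4-methylumbelliferyl-alpha-D-galactopyranoside (1 mM final) in pH 5.0 citrate buffer with 0.01% Tween-20. Compounds were titrated; after 40 min at 37C, NaOH/glycine stop, 4-MU fluorescence read; AC50 from Hill fits.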
GAA glycogen – inhibitors or activators of human alpha-glucosidase glycogen cleavage; P10253; recombinant GAA, glycogen substrate, Amplex Red glucose oxidase fluorescence; Potency, µM (highest dose often 76.4 µM), inactives show at the highest dose activity change, negative = inhibition, usual class: inhibitors; 300,000 compounds, 0.38% hits; AID 2100;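 further: 0% = full enzyme reaction and -100% = no-enzyme basal signal; the screen sought inhibitors and activators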
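Natural-substrate format: glycogen cleavage by 4 nM human enzyme, glucose read by Amplex Red coupling (Ex 573, Em 610 nm). Normalized to enzyme and no-enzyme controls.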
Tau FP inhib – tau fibrillization inhibition (FP) | 280,000 compounds, 0.39% hits | Potency, µM (top dose mostly 57.7 µM), for the others: top-dose activity, negative = inhibition, hits mostly inhibitors | K18 P301L tau heparin fibrillization, Alexa594 FP, 6 h; further: on the % scale 0 is the no-effect control and ±100 the full control effect; nearly all actives have a fitted effect of over 55% in size
Target sequence (P10636 561-689 P618L limits assumed): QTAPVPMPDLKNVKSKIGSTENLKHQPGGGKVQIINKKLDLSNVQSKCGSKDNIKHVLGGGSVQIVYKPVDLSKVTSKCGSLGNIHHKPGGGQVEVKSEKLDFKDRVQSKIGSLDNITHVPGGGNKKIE
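Steps: dispense K18 P301L tau (15 uM plus 0.24 uM Alexa 594 tracer, final) in pH 7 sodium acetate; add compound; add heparin (20 uM final); incubate 6 hr, 37 C; add ThT (30 uM final); after 1 hr ambient, read FP.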
HTT ATP protect – cytoprotection in Huntington HTT-Q103 PC12 cell model | PC12 HTT-Q103 induced, cytoprotection, ATP luminescence, 40 h | Potency, µM (top dose mostly 56.4 µM), for the others: cytoprotection (ATP increase), actives largely listed as activators | 230,000 compounds, 0.14% hits | AID 1471;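 further: % of control where 0% means no effect; nearly all actives have a fitted effect of over 45% in size; toxic huntingtin expression switched on by the ecdysone agonist tebufenozide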
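Rat PC12, Q103 Htt exon1-GFP fusion, ecdysone promoter; tebufenozide inducer 100 nM final; compound titration; qHTS, 1500 cells/well; ATPlite luminescent read.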
Tau fibril ThT – blocks human tau fibril formation measured by thioflavin T; Potency, µM (doses to about 57.4 µM), for the others: top-dose activity, negative = inhibition, hits mostly inhibitors; AID 1460; recombinant tau K18 P301L, heparin-induced fibrillization, ThT fluorescence; 270,000 compounds, 2.1% hits; further: on the % scale 0 is the no-effect control and ±100 the full control effect; nearly all actives have a fitted effect of over 55% in size
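ThT emission at 510 nm, taken 1 hr after adding 30 uM dye, quantifies aggregates formed when 20 uM heparin acts on human tau K18 P301L for 6 hr at 37 C.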
aGlu spleen mod – inhibitors or activators of human alpha-glucosidase in spleen homogenate; P10253; human spleen homogenate, 4-MU-alpha-glucoside fluorescence; Potency, µM (series often up to 79.9 µM), for inactives: at the top dose activity change, negative = inhibition, actives largely listed as inhibitors; 240,000 compounds, 0.006% hits;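 further: 0% = enzyme with vehicle and -100% = no enzyme basal signal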
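Enzyme source: human spleen homogenate, 1 ug/well. Buffer 50 mM citric acid/K phosphate pH 5.0, 0.01% Tween-20. 4-MU-alpha-glucoside 1 mM; 37 C x 40 min; NaOH/glycine stop; fluorescence.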
An asterisk follows results filed as active; ? = inconclusive; . = no result given; & = joins results of further samples; [ ] = dose if it differs, or a comment. The call rests on the fitted dose curve; in most records, active means well fitted curve in the direction sought with a large enough effect; inconclusive means small, poorly fitted or top-dose-only effect, or another doubt; inactive means no such curve, though single readings can be large; an effect the other way counts as inactive or inconclusive. Potency means the concentration at half of the fitted maximal effect.

SMILES	GAA inh	Tau fluor cs	aGal spleen mod	GAA glycogen	Tau FP inhib	HTT ATP protect	Tau fibril ThT	aGlu spleen mod
CCOC(=O)Cc1c(C)nc2c(-c3cccc(Br)c3)cnn2c1C	3.8%	-8.1%	1.6%	-1.5%	2.8%	-12.4%[10 µM]	0.8%	0.4%
CCCc1nc2c(o1)CC(CC(C)SCC)CC2=O (stereo not drawn)	-7.7%	7.9%	-5.9%	-7.7%	5.1%	2.3%	5.4%	1.1%
Cc1c(C(=O)NCCCN2CCOCC2)sc2ncnc(N3CCN(c4ccccc4)CC3)c12	-1.0%	-9.3%	0.1%	-0.6%	-0.9%	0.2%	-14.4%	-4.3%
COc1ccc(CNC(=O)COC(=O)CCC(=O)c2cccs2)cc1	.	6.4%	-4.1%	3.5%	-0.2%	22.6%[10 µM]	0.1%	-0.2%
Cc1cc(=O)n2nc(N3CCC(C(=O)NCc4ccccc4)CC3)sc2n1	.	-8.7%	.	3.2%&-10.5%[76.3 µM]	3.4%	.	?	.
COc1ccc(CNc2oc(C)nc2C#N)cc1	6.1%	4.5%	1.3%	-20.2%	-2.2%	3.0%[10 µM]	-3.2%	-0.3%
COc1ccc(C(=O)Nc2nnc(S(=O)(=O)N3CCC(C)CC3)s2)cc1OC	.	?	.	10.8%&-5.6%[76.3 µM]	0.8%	.	12.6µM*	.
C(=N\N1CCN(Cc2cccc3ccccc23)CC1)/c1cccnc1	-7.5%	-3.3%	7.7%	-29.7%	9.5%	-39.0%[inhibitor]	-14.4%	-2.5%
Cc1oc(-c2ccccc2Cl)nc1CSCC(=O)O	-1.9%[15.4 µM]	-4.3%	-0.5%	-7.1%	-7.8%	9.6%	-12.2%	-1.6%
N#Cc1ccccc1NC(=S)Nc1ccc(F)cc1	5.0%	5.9%	-1.6%	5.0%	-1.1%	36.4%[10 µM]	3.3%	-0.3%
CCOC(=O)CSc1nc2cccnc2n1-c1ccc(F)cc1	-8.5%	-9.1%	-1.3%	-1.2%	-7.1%	-7.1%	-7.5%	-3.0%
COc1ccc(S(=O)(=O)N2CCNC(=O)C2)cc1Br	2.2%	4.4%	-0.1%	-4.1%	3.8%	-25.9%	2.4%	3.3%
CCOC(=O)C1=C(c2ccccc2)O/C(=C(/C(=O)OC)C(F)(F)F)S1	-8.5%	-13.9%	-4.4%	-2.1%	-6.5%	-18.3%	-3.1%	-1.7%
CC1(C)CC(NCCC(c2ccccc2)c2ccco2)CCO1 (stereo not drawn)	.	-0.8%	4.9%	12.7%	?	-6.4%[10 µM]	-1.6%	-0.6%
CCOC(=O)Cc1nnc(NC(=O)CC)s1	0.0%	-2.6%	-2.0%	-9.0%	6.2%	-13.4%[0.074 µM]	-7.6%	-3.1%
COc1ccc(C(=O)NC(=S)NNC(=O)c2ccc(NC(C)=O)cc2)cc1Br	1.6%	-24.1%	-0.2%	-10.1%	7.8%	7.1%[10 µM]	?	-2.3%
Cc1cccc(Cn2cnc3c(nnn3Cc3ccccc3F)c2=O)c1	-1.9%	-12.7%	0.2%	3.6%	13.2%	-5.5%	-7.4%	-2.0%
COc1cc(C(=S)N2CCN(C)CC2)ccc1OCC(=O)NCc1ccccc1	-3.1%	6.6%	3.2%	24.1%	3.0%	.	4.3%	8.9%
N/C(=N\c1nc2ccccc2o1)NC(=O)c1ccc(F)cc1	?	-12.5%	0.0%	4.7%	?	-62.4%[inhibitor]	-11.9%	0.1%
Brc1cccc(-c2nnc(CN3CCN(c4ccccn4)CC3)o2)c1	.	-15.7%	.	11.6%[76.3 µM]	0.3%	.	-15.6%	.
CCCOC(=O)c1c(NC(=O)c2cc3ccccc3c(=O)o2)sc2c1CCC(C)C2 (stereo not drawn)	.	0.0%	.	5.8%[76.3 µM]	-6.3%	.	-11.0%	.
O=C(Nc1nc(NC(=O)c2ccco2)n(-c2ccccc2)n1)c1ccccc1	-8.1%	-5.7%	-3.8%	9.2%	2.2%	3.98µM*	-2.4%	1.7%
COc1cccc(CN2CCCC(C(=O)c3ccc4c(c3)OCO4)C2)c1O (stereo not drawn)	?	-14.5%	-3.5%	-5.9%	2.3%	36.3%[10 µM]	-4.1%	2.4%
Cc1cccc(NC(=O)Cn2c(=O)n(CCC(C)C)c(=O)c3cccnc32)c1	.	?	.	-0.7%[76.3 µM]	-8.1%	.	-11.7%	.
CCn1c2ccccc2c2nnc(SCc3ccccc3)nc21	-0.7%	-16.9%	-3.2%	-1.8%	-0.7%	3.7%	-17.8%	-1.7%
SMILES	GAA inh	Tau fluor cs	aGal spleen mod	GAA glycogen	Tau FP inhib	HTT ATP protect	Tau fibril ThT	aGlu spleen mod
C[C@@H]1/C=C\CC(=O)OC[C@H]2O[C@@H](C=C[C@@H]2O)[C@H](C)/C=C\CC(=O)OC1	.	-3.9%[11.6 µM]	2.7%[17.5 µM]	.	-1.0%[11.6 µM]	-49.4%[inhibitor][10 µM]	-4.9%[11.5 µM]	-2.3%[17.4 µM]
COc1cccc(C(=O)Nc2cccc(OCc3cc(=O)n4c5c(sc4n3)CCCC5)c2)c1	.	-27.8%	.	1.0%[76.3 µM]	-0.4%	.	-10.6%	.
C/C(=N\NC(=O)CSc1nc2ccccc2c(=O)n1-c1ccccc1C)c1cccs1	-6.0%	-11.1%	-4.4%	-1.8%	-1.0%	.	-8.7%	-19.0%
CN(CCCNC(=O)c1cc2c(=O)[nH]c3ccccc3c2n1C)Cc1ccccc1	?	-4.7%	2.9%	-2.6%	-4.9%	0.1%	-2.1%	1.5%
CCOC(=O)N1CCN(S(=O)(=O)N(C)C)CC1	?	1.4%	1.1%	-1.2%	4.0%	-16.0%	-1.6%	1.8%
CCOc1ccc(C(C)=O)cc1CSc1nnnn1-c1ccc(O)cc1	4.8%	-24.8%	-2.7%	1.8%	-8.5%	-36.4%[inhibitor]	0.9%	-6.9%
O=C(Nc1ccc2[nH]c(=O)[nH]c2c1)c1c(F)c(F)c(F)c(F)c1F	2.0%	-0.3%	1.2%	-3.1%	-0.7%	-10.7%[10 µM]	-0.5%	-0.9%
Cc1ccc(C)c(OCC(=O)Nc2nc3ccc([N+](=O)[O-])cc3s2)c1	-4.3%	-10.7%	8.9%	-1.5%	-8.2%	-3.8%[10 µM]	?	-1.4%
COc1ccccc1NC(=O)C1CCC(CNS(=O)(=O)c2ccc3c(c2)CC(C)N3C(C)=O)CC1 (stereo not drawn)	.	-16.0%	.	5.8%[76.3 µM]	4.0%	.	-5.0%	.
Cc1ccc(NC(=O)C2=C(c3ccccc3)S(=O)(=O)CCS2(=O)=O)cc1	0.2%	-28.9%	0.2%	5.1%	28.2µM*	-133.1%[inhibitor]	28.2µM*	0.0%
CN(C)C(CNC(=S)Nc1ccc(F)cc1)c1cccnc1 (stereo not drawn)	2.6%	-2.1%	1.1%	3.1%	-2.9%	-31.8%	2.2%	4.5%
CCOC(=O)/C=c1\s/c(=C\c2ccc(C(=O)OC)cc2)c(=O)n1CC(=O)Nc1ccccc1	5.1%	-11.7%	9.7%	-1.1%	-3.9%	-16.9%	-1.0%	3.5%
C=CCNC(=O)c1cc2cccc(OC)c2oc1=O	-6.8%	12.5%	7.0%	-1.5%	8.1%	.	1.9%	10.3%
CC(=O)NCCCNc1ccc([N+](=O)[O-])cc1	-10.2%	1.0%	?	-2.9%	-7.1%	8.3%[0.074 µM]	-20.6%	-21.4%
CCN1CCN(CCC(=O)Nc2cccc(OC)c2)CC1	-4.3%	-9.6%	-3.0%	3.7%	-0.9%	-4.5%	-13.3%	0.2%
N#Cc1ccccc1Cn1cc(/C=N/Nc2ccc([N+](=O)[O-])cn2)c2ccccc21	-7.3%	?	-5.2%	0.7%	-3.5%	16.8%	?	-1.9%
Cc1ccc(C)c(CN2C(=O)c3ccccc3S(=O)(=O)c3ccc(C(=O)NCCCN4CCCC(C)C4)cc32)c1 (stereo not drawn)	.	?	.	-7.8%[76.3 µM]	?	.	-4.1%	.
COc1cccc(-n2nnc3c(=O)n(CC(=O)NCC4CCCO4)cnc32)c1 (stereo not drawn)	-3.2%	6.2%	8.0%	-3.4%	-4.1%	4.5%[10 µM]	2.4%	-4.8%
O=C(Nc1ccc(O)cc1)c1cc2n(n1)C(C(F)(F)F)CC(c1ccco1)N2 (stereo not drawn)	-13.0%	-17.6%	1.1%	-18.4%	6.2%	-62.8%[inhibitor][10 µM]	-16.9%	-1.3%
CCOC(=O)c1cnc2c(c(C)nn2CC)c1NC1CC1	-4.7%	-8.1%	-7.8%	-17.6%	-2.7%	-38.9%	-7.0%	-1.9%
CC(C)N(C)CCOC(=O)c1ccccc1Br	4.1%	14.2%	-5.4%	-3.8%	3.9%	32.9%[10 µM]	11.5%	-3.7%
Cc1noc(C)c1COc1cccc(C(=O)Nc2ccc(OCc3ccccc3)cc2)c1	-1.9%	?	8.1%	-8.7%	-5.5%	-19.4%	-10.7%	0.2%
CC(C)C1N(C(=O)CN2CCCCC2)CCN1S(=O)(=O)c1ccccc1 (stereo not drawn)	0.2%	-4.8%	3.6%	4.5%	-6.6%	-1.5%	-5.9%	-19.3%
CCOC(=O)COc1ccc(S(=O)(=O)NCc2ccncc2)cc1	1.1%	-5.3%	-10.3%	2.1%	0.1%	-5.1%[0.074 µM]	-10.5%	-9.6%

Reformatted: entries from further up
Compound | GAA inh | Tau fluor cs | aGal spleen mod | GAA glycogen | Tau FP inhib | HTT ATP protect | Tau fibril ThT | aGlu spleen mod
O=C(Nc1ccc2[nH]c(=O)[nH]c2c1)c1c(F)c(F)c(F)c(F)c1F | 2.0% | -0.3% | 1.2% | -3.1% | -0.7% | -10.7%[10 µM] | -0.5% | -0.9%
Cc1ccc(C)c(OCC(=O)Nc2nc3ccc([N+](=O)[O-])cc3s2)c1 | -4.3% | -10.7% | 8.9% | -1.5% | -8.2% | -3.8%[10 µM] | ? | -1.4%
COc1ccccc1NC(=O)C1CCC(CNS(=O)(=O)c2ccc3c(c2)CC(C)N3C(C)=O)CC1 (stereo not drawn) | . | -16.0% | . | 5.8%[76.3 µM] | 4.0% | . | -5.0% | .
Cc1ccc(NC(=O)C2=C(c3ccccc3)S(=O)(=O)CCS2(=O)=O)cc1 | 0.2% | -28.9% | 0.2% | 5.1% | 28.2µM* | -133.1%[inhibitor] | 28.2µM* | 0.0%
